Bioassay records (PubChem)
PGK inhibitor: T. brucei PGK inhibition. P07378. PGK/GAPDH coupled, Kinase-Glo luminescence, 60 min. Potency, µM (titrated, usually from 57.5 µM), without a hit: at the top dose activity change, negative = inhibition, usual class: inhibitors. 380,000 tested, 0.043% active. AID 602233; further: on the % scale 0 is the no-effect control and ±100 the full control effect; nearly all actives have a fitted effect of over 60% in size
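Recombinant glycosomal PGK reaction used 1,3-bisphosphoglycerate generated in-well by GAPDH (100nM final) in 100mM TEA pH 7.6, 5mM MgCl2, 0.01% Tween-20. After 60 minutes at room temperature, ATP was read by Kinase-Glo Plus luminescence end-point.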
TrxR1 inh: inhibitors of rat thioredoxin reductase 1. recombinant rTrxR1, NADPH fluorescence consumption, selenite substrate. Potency, µM (series often up to 114 µM), for inactives: at the highest dose activity change, negative = inhibition, usual class: inhibitors. 390,000 tested, 1% active; further: on the % scale 0 is the no-effect control and ±100 the full control effect; nearly all actives have a fitted effect of over 65% in size
Target sequence (O89049 whole entry, looked up): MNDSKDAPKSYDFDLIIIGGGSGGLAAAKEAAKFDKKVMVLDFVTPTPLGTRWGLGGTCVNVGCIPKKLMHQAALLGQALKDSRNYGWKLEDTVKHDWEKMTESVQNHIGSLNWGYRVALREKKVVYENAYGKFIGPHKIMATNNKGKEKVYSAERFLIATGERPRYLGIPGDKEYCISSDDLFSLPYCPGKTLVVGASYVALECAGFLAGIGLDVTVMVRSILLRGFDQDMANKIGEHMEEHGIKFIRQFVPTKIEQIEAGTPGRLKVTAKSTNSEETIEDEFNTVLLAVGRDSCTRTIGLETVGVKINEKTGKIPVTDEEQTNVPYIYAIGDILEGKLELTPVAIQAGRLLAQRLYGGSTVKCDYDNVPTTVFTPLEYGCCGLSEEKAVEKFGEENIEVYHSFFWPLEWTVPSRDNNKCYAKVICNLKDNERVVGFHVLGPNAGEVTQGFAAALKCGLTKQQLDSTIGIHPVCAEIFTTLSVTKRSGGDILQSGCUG
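Rat TrxR1 (90 nM in the dispensed reagent) was pre-reduced with 400 uM NADPH for 5 min at room temperature, then incubated with compound for 15 min. After 400 uM selenite was added, NADPH fluorescence (Ex 340/Em 450 nm) was followed for 8 min.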
Pin1 inhibitor: blocks the human prolyl isomerase Pin1; Potency, µM (titrated, usually from 115 µM), inactives show top-dose activity, negative = inhibition, actives largely listed as inhibitors; Q13526; Pin1 FP peptide displacement, HiFluor488, 10 min; 390,000 tested, 0.009% active; active means well fitted inhibition curve with a large enough effect in the polarisation, with a control signal flat, not every such curve was filed as active; inconclusive means small, poorly fitted or top-dose-only effect, or effect the other way, or a change in a side signal; inactive means no such curve, though single readings can be large or run the other way; the % refers to the polarisation; further: on the % scale 0 is the no-effect control and ±100 the full control effect
Target sequence (Q13526 whole entry, looked up): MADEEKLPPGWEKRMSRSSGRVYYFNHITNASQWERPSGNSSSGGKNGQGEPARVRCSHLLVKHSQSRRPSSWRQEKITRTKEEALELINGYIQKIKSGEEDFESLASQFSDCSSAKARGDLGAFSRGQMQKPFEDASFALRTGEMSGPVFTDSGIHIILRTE
JMJD2A Tudor inh: inhibitors of human JMJD2A Tudor domain. O75164. AlphaScreen JMJD2A-Tudor / H3K4me3 peptide binding. Potency, µM (titrated, usually from 114 µM), without a hit: at the highest dose activity change, negative = inhibition, hits mostly inhibitors. 390,000 tested, 4.4% active. AID 504339; further: on the % scale 0 is the no-effect control and ±100 the full control effect; nearly all actives have a fitted effect of over 50% in size
ERG-DNA inh: inhibitors of human ERG Ets domain-DNA interaction; P11308; fluorescence polarization, His-ERG Ets domain / labelled DNA; Potency, µM (highest dose often 76.9 µM), inactives show top-dose FP activity, negative = inhibition, most hits filed as inhibitors; 370,000 tested, 0.028% active; AID 624246; active means well fitted inhibition curve with a large enough effect in the polarisation, with a control signal flat; inconclusive means small, poorly fitted or top-dose-only effect, or effect the other way, or a change in a side signal; inactive means no such curve, though single readings can be large or run the other way; the % refers to the polarisation;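 further: polarization taken with two DNA probes labelled with fluorescein and Texas red; % of control where 0% means no effect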
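His-tagged ERG Ets domain (1 uM in the protein solution; 300mM KCl, 50mM Tris-HCl, 1mM EDTA, 1mM DTT, pH 7.5) received compound, then a probe mix of 5 nM fluorescein-DNA and 100nM Texas-615-DNA. Fluorescence polarization was read for both dyes.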
HP1b chromo inh: inhibitors of HP1-beta chromodomain binding to methylated histone tails; P83916; AlphaScreen HP1-beta / biotin-H3K9me3 peptide binding; Potency, µM (doses to about 114 µM), without a hit: at the top dose activity change, negative = inhibition, most hits filed as inhibitors; 390,000 tested, 0.56% active; further: nearly all actives have a fitted effect of over 70% in size; inactives centre near 23
Target sequence (P83916 whole entry, looked up): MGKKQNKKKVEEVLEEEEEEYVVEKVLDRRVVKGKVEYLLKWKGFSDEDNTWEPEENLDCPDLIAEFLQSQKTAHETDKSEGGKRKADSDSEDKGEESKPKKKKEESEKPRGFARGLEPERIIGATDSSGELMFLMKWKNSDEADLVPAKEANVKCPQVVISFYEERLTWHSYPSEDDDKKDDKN
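HP1-beta protein (50 nM final) preincubated 30 min at room temperature with biotinylated H3(1-18)K9me3 peptide (50 nM) in PBS pH 7.4, 0.01% Tween-20, then compound added for 30 min. AlphaScreen streptavidin donor/nickel chelate acceptor beads (10 ug/mL final), 30 min dark, luminescence read.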
RGS4 inh: human RGS4 inhibition; P49798; Transcreener GDP fluorescence polarization, RGS4-accelerated GTP hydrolysis; Potency, µM (top dose mostly 114 µM), for inactives: at the highest dose activity change, negative = inhibition, usual class: inhibitors; 390,000 tested, 0.039% active; AID 504845; further: on the % scale 0 is the no-effect control and ±100 the full control effect; nearly all actives have a fitted effect of over 75% in size; some results filed as inactive show a strong effect at the top dose
Target sequence (P49798 whole entry, looked up): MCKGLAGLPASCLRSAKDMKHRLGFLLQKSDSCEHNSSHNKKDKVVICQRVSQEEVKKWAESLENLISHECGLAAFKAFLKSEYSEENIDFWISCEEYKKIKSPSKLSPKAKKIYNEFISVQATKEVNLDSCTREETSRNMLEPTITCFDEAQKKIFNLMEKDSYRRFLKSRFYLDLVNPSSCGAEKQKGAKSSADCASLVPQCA
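MLSMR compounds (23 nl, pin-transferred) preincubated 10 min at room temperature with a 500nM (2x) first reagent, then RGS4 at 900nM (2x) plus Transcreener GDP mix added; fluorescence polarization (620/688 nm) read before and after 90 min at 30 °C.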
GLS inh: inhibitors of human glutaminase (GLS). O94925. GLS enzymatic activity, qHTS titration. Potency, µM (top dose mostly 45.5 µM), inactives show at the top dose activity change, negative = inhibition, usual class: inhibitors. 410,000 tested, 0.21% active; further: on the % scale 0 is the no-effect control and ±100 the full control effect
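Coupled fluorescence readout: glutamate oxidase/HRP/Amplex Red detect glutamate formed by hKGA from L-glutamine (1 mM solution added). Buffer 45 mM KH2PO4 pH 8.2, 0.02% Tween-20; reads at t0 and 30 min RT.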
ALOX12 inh: inhibitors of human 12S-lipoxygenase ALOX12; 580,000 tested, 1.1% active; purified 12hLO, xylenol orange hydroperoxide absorbance; Potency, µM (doses to about 108 µM), without a hit: at the top dose activity change, negative = inhibition, usual class: inhibitors; AID 1671190; further: on the % scale 0 is the no-effect control and ±100 the full control effect
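Purified human 12hLO at 150 nM in 25 mM Hepes, 0.01% Triton X-100, pH 7.0, preincubated 15 min at room temperature with compound. Reaction started with 40 uM arachidonic acid, 30 min at room temperature. Hydroperoxide measured by Fe-xylenol orange, 573/405 nm absorbance ratio.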
Active calls of the source: *; i = inactive; ? = inconclusive; / = not tested or not shown; & = joins results of further samples; [ ] = another dose, or the depositor's remark. Unless noted, the call rests on the fitted dose curve; in most records, active means well fitted curve in the direction sought with a large enough effect; inconclusive means small, poorly fitted or top-dose-only effect, or another doubt; inactive means no such curve, though single readings can be large; an effect the other way counts as inactive or inconclusive. Potency means the concentration at half of the fitted maximal effect. Some of the compounds tested; the hit share may differ from the screen's.

canonical_smiles | PGK inhibitor | GLS inh | HP1b chromo inh | RGS4 inh | JMJD2A Tudor inh | ALOX12 inh | ERG-DNA inh | TrxR1 inh | Pin1 inhibitor
CCCCc1nc2ccccc2c(=O)n1-c1ccc(O)cc1 | 7.2% | 7.5% | 43.3% | -15.6% | -13.6% | 3.4% | 7.8% | 15.1% | -0.6%
Cc1ncsc1CCOC(=O)c1ccc([N+](=O)[O-])cc1 | -5.3% | 2.9% | -33.2% | 1.6% | ? | -34.4% | -0.9% | 6.2%[57.1 µM] | -0.1%
CC(=NC(C)c1ccccc1)c1c(O)[nH]c(=O)[nH]c1=O (stereo not given) | -8.3% | -1.7% | 30.8% | 9.6% | -8.6% | -5.0% | 5.3% | 26.4% | -9.9%
CCN(CC)c1ccc(NC(=O)c2cccc(C)c2)cc1S(=O)(=O)Nc1ccccc1OC | 4.4% | 1.4% | ? | ? | ? | ? | 2.4% | 1.3% | 10.5%
CN(C)C(=O)Oc1cccc(NC(=O)c2ccccc2C(F)(F)F)c1 | 3.7% | 20.7% | 18.7% | 22.1% | -6.3% | 141.9%[activator] | -7.4% | 13.1% | -2.9%
C=CCn1cc(C=C2C(=O)N(C)C(=O)N(C)C2=O)c2ccccc21 | 2.3% | -3.7% | 43.2%[activator] | 7.4% | -11.2% | -1.0% | 3.4% | 30.0% | ?
CC1(C)C(C=C(Cl)Cl)C1C(=O)OCc1cccc(Oc2ccccc2)c1 (stereo not given) | i | -4.2%&-5.9% | 331.0%[activator] | -11.6% | 246.2%[activator] | 0.4% | -7.2% | 16.9% | 0.8%
c1ccc(CCNC2CCCCCC2)cc1 | -10.1% | -1.2% | -14.7% | -41.0% | 70.8µM* | ? | -18.9% | 8.6% | -4.3%
Cc1c(C(=O)N2CCC3(CC2)OCCO3)oc2ccc(S(=O)(=O)N3CCCCC3)cc12 | -2.3% | -0.5% | 37.2% | -2.9% | -10.6% | -15.1% | -6.8% | -2.9% | -3.9%
C=CCn1c(=O)c(C=Nc2cccnc2Cl)c(O)n(CCCC)c1=O | -2.8% | -6.3% | 42.4%[activator] | 14.0% | 4.1% | -21.1% | 1.4% | 8.8% | ?
Cn1cc(C(=O)NP(=O)(N2CCOCC2)N2CCOCC2)c2ccccc21 | 4.6% | -8.6% | 18.6% | 1.2% | ? | -10.0% | 7.9% | 3.4%[57.1 µM] | -6.6%
Cc1ccccc1C1=NCC(=O)N(CC(=O)N2CCCCC2)c2sc(C)c(C)c21 | -0.5% | -2.5% | 16.0% | -9.5% | -5.4% | 0.0% | 0.2% | 2.1% | 6.4%
CN(C)c1ccc(CN2CC=C(c3ccc(F)cc3)CC2)cc1 | -9.3% | 34.5%[activator] | -37.7% | -2.5% | 50.1µM* | ? | -3.5% | 5.8% | -10.1%
O=C1Nc2ccc(Br)cc2C(c2ccccc2)=NC1O (stereo not given) | / | 2.3% | 16.0% | 20.0% | -13.8% | 25.0% | -6.3% | 1.7% | 3.1%
COc1ccc(CN2Cc3cnnn3-c3ccccc3C2c2ccccc2)cc1 (stereo not given) | 8.3% | 11.8% | 23.7% | 2.7% | -15.9% | -3.8% | -5.9% | 1.3% | ?
N=c1c2c(n(Cc3ccc(Cl)cc3Cl)c3c1CCC3)CCCC2 | -6.1% | 4.3% | 32.3% | -11.3% | -6.6% | / | 6.4% | 18.8%[57.1 µM] | -12.6%
CC1CN=C(NCc2ccccc2Cl)S1 (stereo not given) | 0.0% | 2.3% | 19.6% | 2.2% | -10.8% | 12.3% | 8.9% | 31.2% | -4.8%
CCOC(=O)N(c1ccccc1)P1(=S)OCCO1 | 1.7% | -4.6% | -20.9% | -28.1% | -22.8% | 0.7% | 4.7% | -9.2% | -2.3%
CCCSP1(=S)NCCCO1 (stereo not given) | i | -0.5% | 25.0% | -8.1% | 8.0% | -2.5% | 1.5% | 2.3% | -0.5%
CC(C)c1ccc(N=Cc2c(O)n(C3CC3)c(=S)[nH]c2=O)cc1 | -2.5% | 1.1% | 40.2%[activator] | -20.4% | -3.6% | 1.1% | -12.4% | 18.5%[57.1 µM] | 25.7%
OC1(c2ccccc2F)CC2CCC(C1)N2CCN1CCOCC1 (stereo not given) | -4.9% | 13.0% | 4.4% | 23.2% | 0.6% | 4.0% | 10.5% | 13.8% | 0.2%
CCN1C[C@]2(CO)CC[C@H](OC)[C@@]34C5C[C@H]6[C@H](OC)C5[C@](O)(C[C@H]6OC)[C@@](O)(C(OC)C23)[C@@H]14 (stereo not given in full) | -8.3% | 13.0% | -1.0% | -8.1% | -19.0% | 12.8% | -2.8% | 2.8% | 1.1%
COC(=O)C1=C(c2cccc(C#N)c2)C[C@@H]2CC[C@H]1N2C(=O)NCCOc1ccccc1 | -2.7% | 1.3% | 17.0% | -4.7% | -22.7% | -13.2% | -0.4% | 18.1% | -0.7%
CC1=C2C(=O)C3C(CC=C4CC(O)CCC43C)C2CCC12OC1CC(C)CNC1C2C (stereo not given) | i | -2.2% | 50.1%[activator] | -16.3% | -7.5% | 6.6% | 9.4% | 16.5% | -11.2%
O=C1NC(=O)C(C/C=C/c2ccccc2)C(=O)N1 | -3.1% | 2.1% | 29.7% | -48.3% | -16.2% | ? | 8.3% | -13.9%[57.1 µM] | -19.5%

In another format: entries from further up.
Sequence of screens: PGK inhibitor | GLS inh | HP1b chromo inh | RGS4 inh | JMJD2A Tudor inh | ALOX12 inh | ERG-DNA inh | TrxR1 inh | Pin1 inhibitor
N=c1c2c(n(Cc3ccc(Cl)cc3Cl)c3c1CCC3)CCCC2
    -6.1% | 4.3% | 32.3% | -11.3% | -6.6% | / | 6.4% | 18.8%[57.1 µM] | -12.6%
CC1CN=C(NCc2ccccc2Cl)S1 (stereo not given)
    0.0% | 2.3% | 19.6% | 2.2% | -10.8% | 12.3% | 8.9% | 31.2% | -4.8%

Additional structures follow:
canonical_smiles | PGK inhibitor | GLS inh | HP1b chromo inh | RGS4 inh | JMJD2A Tudor inh | ALOX12 inh | ERG-DNA inh | TrxR1 inh | Pin1 inhibitor
O=C(O)C1C2CCC(O2)C1C(=O)Nc1ccc(F)c(F)c1 (stereo not given) | i | -8.0% | 32.1% | -1.1% | -8.6% | -65.4% | -12.2% | 11.7% | 0.8%
CCC(=O)c1ccc(OC)c(OC)c1 | 2.9% | 5.0% | 25.9% | 13.4% | -10.9% | ? | 4.1% | -6.5% | 2.9%
Nc1ccccc1N=Cc1c(O)n(CCC2=CCCCC2)c(=O)[nH]c1=O | -0.3% | 15.4% | 34.7% | 20.0% | 2.9%[57.1 µM] | -19.3% | -2.8% | ? | 23.9%
COC(=O)C1=C(c2cccc(OCc3ccccc3)c2)C[C@@H]2CC[C@H]1N2C(=O)NCCOc1ccc(OC)cc1 | -4.1% | 4.6% | 18.4% | 16.8% | -28.6% | 7.5% | -6.9% | 37.4% | 7.4%
O=[N+]([O-])c1cccc(CCl)c1 | 3.6% | 11.4% | 14.8% | -11.0% | -10.3% | / | 2.8% | ? | -5.2%
CN(C(=O)Cc1ccc2c(c1)OCO2)C1CCCN(Cc2ccccc2F)C1 (stereo not given) | 3.6% | 17.3% | 30.4% | 18.3% | -15.0% | -9.3% | -1.0% | 13.3% | -0.6%
Cc1ccc2c(c1)C1CN(C)CCC1N2C(=O)c1ccc(Br)o1 (stereo not given) | -0.7% | 4.8% | 5.4% | -12.3% | -8.6% | 51.3%[activator] | -14.4% | 17.0%[57.1 µM] | -10.1%
CN1C(=O)N(C)C(=O)C2(Cc3cc(NC(=O)c4ccc(F)cc4)ccc3N3CCCC32)C1=O (stereo not given) | i | -4.0% | -18.4%[57 µM] | ? | ? | 0.0% | 2.6% | -4.2% | ?
COc1cccc(-c2nn3c(=O)cc(CN4CCN(C(=O)COc5ccccc5C)CC4)nc3s2)c1 | 7.5% | 5.2% | 24.3%[57 µM] | 3.6% | -0.6% | -22.7% | -6.6% | 15.1%[57.1 µM] | -0.6%
Cc1nonc1OCCNc1ccc([N+](=O)[O-])c2cccnc12 | i | 8.4% | -9.7% | -5.8% | ? | 4.8% | 5.0% | -11.6% | -18.5%
OCC1CO1 (stereo not given) | -1.3% | 17.1% | 6.5% | 8.3% | -11.0% | -0.8% | 1.1% | 3.7% | -5.6%
Cc1ccc(Oc2cnn(-c3ccccc3)c(=O)c2Br)cc1 | -5.1% | -13.5% | 91.8%[activator] | 5.4% | 45.4%[activator] | 0.0% | 2.5% | 19.4%[57.1 µM] | -4.3%
CN1CCN(c2ccc(C(N)=O)cc2N)CC1 | 1.3% | 37.7%[activator] | 19.7% | -13.7% | -6.3% | 0.0% | 1.8% | -4.5% | 1.2%
Cc1ccc(-n2nc(C)c3c2NC(=O)CSC3c2ccc3c(c2)OCO3)cc1 (stereo not given) | i | 10.3% | ? | -32.1% | ? | ? | 3.8% | -53.8% | -5.8%
COC(=O)C1=C(c2ccc(F)cc2OCc2ccccc2)C[C@@H]2CC[C@H]1N2C(=O)NC1Cc2ccccc2C1 | 5.8% | -4.4% | 33.9% | -2.0% | -29.0% | ? | -14.4% | 17.0% | 38.3%[activator]
CCCCn1c(=O)c(C(=O)Nc2cccc(C)c2)c(O)c2ccccc21 | i | -1.3% | 95.0%[activator] | 2.6% | 40.1%[activator] | -5.0% | -2.6% | 17.3% | -12.1%
Cc1ccc(-n2c(O)c(C=Nc3ccccc3N)c(=O)[nH]c2=O)cc1C | 3.2% | 20.0% | 56.8%[activator] | -13.4% | -3.9% | 30.5% | -0.3% | -3.2%[57.1 µM] | 26.3%
